Mac1 fbg enh: CD11b/CD18-fibrinogen binding enhancement | P05107+P11215 | K562 CD11b/CD18 adhesion to fibrinogen, ATPlite luminescence | activation, % at 10 µM | 93,000 compounds, 0.07% hits;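 active = 10 µM primary screen giving 50% or more activity, confirmed by 40% or more on retest at that dose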; note: strong numbers were not always called active
Target sequence (P05107 whole entry, looked up, other chains not shown): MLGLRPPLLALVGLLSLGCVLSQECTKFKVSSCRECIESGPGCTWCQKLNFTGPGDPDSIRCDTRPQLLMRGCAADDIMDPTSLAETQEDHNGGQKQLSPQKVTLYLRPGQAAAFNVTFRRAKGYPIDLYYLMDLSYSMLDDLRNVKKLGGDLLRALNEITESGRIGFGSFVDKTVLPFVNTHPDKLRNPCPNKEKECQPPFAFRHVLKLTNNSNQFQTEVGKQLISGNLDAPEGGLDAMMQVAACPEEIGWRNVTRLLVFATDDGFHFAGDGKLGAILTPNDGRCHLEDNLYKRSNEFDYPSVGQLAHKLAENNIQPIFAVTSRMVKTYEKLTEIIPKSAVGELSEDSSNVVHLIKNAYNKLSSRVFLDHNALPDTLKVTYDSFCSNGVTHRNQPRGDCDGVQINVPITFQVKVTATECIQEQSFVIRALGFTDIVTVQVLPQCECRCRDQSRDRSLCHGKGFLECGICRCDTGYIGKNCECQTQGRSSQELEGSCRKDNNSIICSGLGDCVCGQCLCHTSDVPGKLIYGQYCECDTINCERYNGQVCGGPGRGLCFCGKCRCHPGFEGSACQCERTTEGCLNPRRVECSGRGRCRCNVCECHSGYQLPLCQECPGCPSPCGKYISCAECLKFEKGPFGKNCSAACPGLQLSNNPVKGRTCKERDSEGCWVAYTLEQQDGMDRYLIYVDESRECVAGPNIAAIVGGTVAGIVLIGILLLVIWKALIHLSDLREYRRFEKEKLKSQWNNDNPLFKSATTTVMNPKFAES
ERa coact inh: ER-alpha (human) coactivator binding inhibition. P03372. TR-FRET ER-alpha LBD / SRC-1 peptide, estradiol-bound. inhibition, % at 25.6 µM. 86,000 compounds, 1.7% hits. AID 629; in the data active = inhibition above about 50%;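 note: 0% = receptor plus peptide control and 100% = peptide only without receptor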
CYP2C19 activ: activators of human cytochrome P450 2C19. 96,000 tested, under 10 active. recombinant CYP2C19, luciferin-H EGE luminescence; stronger effect = higher value; 0 = fully inhibited enzyme, 1 = untreated enzyme. P33261. activation factor at 5 µM;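 active = activation factor of at least 2 at 5 µM in the primary screen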;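 note: 0 = wells with 2.5 mM tranylcypromine and 1 = vehicle-only wells; values of inactives mirror those of a sister screen read the other way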
Fibroblast inh: blocks proliferation of human lung fibroblasts | LL 47 human lung fibroblast viability, ATP luminescence; stronger effect = lower value | viability, % at 10 µM | 85,000 compounds, 1.1% hits | AID 719;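 active = viability at or below 50% in the single dose screen; inactive = viability above 50%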;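 note: compound exposure lasted 72 h before the ATP readout; 100% = median luminescence of untreated cell-only wells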
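Benchmarks: Cell-only wells, no compound | Test system: LL 47 human lung fibroblasts, passage 12 or lower | Input: 1,150 cells/well | Measured by: CellTiter-Glo luminescence measuring cellular ATP | Medium: IMEM, 15% FBS supplement | Schedule: Overnight attachment after seeding, then 72 h compound exposure at 37 °C | Doses: Compound addition at 0.1% DMSO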
CYP2C19 inh: blocks human cytochrome P450 2C19 | P33261 | CYP2C19 Supersomes, luciferin-H EGE luminescence, 30 min | inhibition, % at 5 µM | 96,000 compounds, 21% hits | AID 778;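 active = CYP2C19 inhibition above a set limit at 5 µM in the primary screen, cut at about 50% in these data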;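 note: plate controls were negative control wells for no effect and 2.5 mM tranylcypromine positive control for full effect; values of inactives mirror those of a sister screen read the other way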
H69AR inhibit: blocks growth of human H69AR lung tumor cells. viability, % at 10 µM. H69AR lung tumor viability, ATP luminescence, 72 h; stronger effect = lower value. AID 598. 85,000 compounds, 6% hits;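 active = viability at or below 40%; inactive = viability above 40%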;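 note: multidrug resistant small cell line overexpressing MRP-1 efflux transporter; 100% = mean luminescence of untreated control wells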
Mac1 fbg inh: blocks human CD11b/CD18 adhesion to fibrinogen | P05107+P11215 | K562 CD11b/CD18 adhesion to fibrinogen, ATPlite luminescence; Mn2+ added to activate the integrin | inhibition, % at 10 µM | 93,000 compounds, 0.54% hits;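 active = primary inhibition of 50% or more at 10 µM, then 40% or more on retest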; note: some results filed as inactive read as strong as hits
HUVEC prolif 384: inhibitors of human endothelial cell proliferation; viability, % at 10 µM (by protocol); AID 648; HUVEC proliferation, CellTiter-Glo luminescence, 72 h; stronger effect = lower value; 86,000 compounds, 1.1% hits;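 active = viability at or below 30%; inactive = viability above 30%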;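 note: 100% = median luminescence of DMSO-only cell control wells on each plate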
ERa SRC1 pot: enhances coactivator binding to human estrogen receptor alpha; P03372; TR-FRET ERalpha-LBD/SRC-Cy5 coactivator binding, 2 h; 100 = basal binding, no effect; coactivator binding (% of control), % at 25.6 µM; 86,000 compounds, 1.3% hits; AID 639; in the data active = activity above about 200%;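 note: binding measured in presence of low estradiol as agonist stimulus; 0% = peptide alone without receptor and 100% = receptor with peptide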
Active calls of the source: *; x = no result given; & = joins results of further samples; [ ] = remark or other dose. Rows were taken by chance (roughly 26% active in at least one column).

entry	molecule	ERa coact inh	HUVEC prolif 384	Fibroblast inh	ERa SRC1 pot	H69AR inhibit
1	COc1cc2c(cc1OC)CN(C(C)C(=O)N1CCc3ccccc31)CC2 (stereo not drawn)	-9.9	76.7	85.8	107.3	18.3*
2	CCn1ncc(C(=O)Nc2ccc(S(=O)(=O)N3CCCC3)cc2)c1C	9.2	91.7	103.5	87.2	81.4
3	Cn1c(SCC#N)nnc1-c1cnccn1	0.8	99.6	105.0	80.8[fluorescence artefact?]	96.3
4	O=C(c1ccc2c(c1)OCO2)N1CCNc2ccccc2C1	-10.7	96.7	102.7	113.7	107.3
5	COc1ccccc1C(=O)NN1C(=O)C2C3C=CC(O3)C2C1=O (stereo not drawn)	x	x	x	x	x
6	Cc1cc(C)nc(N(C#N)S(=O)(=O)c2ccccc2)n1	-4.8	110.3	100.6	116.4	94.0
7	CCOC(=O)c1c(CN2CCCCC2)oc2ccc(OC)cc12	11.0&5.0[fluorescence artefact?]	96.2&85.3	102.3&91.5	102.6&116.7	90.0&69.5
8	CC1CC(C)CN(C(=O)Cn2c(-c3nonc3N)nc3ccccc32)C1 (stereo not drawn)	0.1	96.3	108.2	104.1	59.6
9	COc1ccc(C2CC(C(F)(F)F)n3nc(C(=O)NCc4c(C)nn(C)c4C)c(Cl)c3N2)cc1 (stereo not drawn)	-2.9	90.7	84.1	103.1	84.4
10	COC(=O)C1=C(C)N(c2ccc(C)c(C)c2)/C(=C/c2cccs2)C1=O	x	x	x	x	x
11	CCOC(=O)Cc1cc(=O)n2[nH]c(C)c(-c3ccc(Cl)cc3)c2n1	-2.4	45.6	68.8	84.1	16.0*
12	CN1CCN(c2ccc(NC(=O)c3ccccc3Br)cc2)CC1	8.6	102.6	95.7	76.3	91.4

entry	CYP2C19 activ	Mac1 fbg inh	CYP2C19 inh	Mac1 fbg enh
1	0.8	-11.1	21.2	3.2
2	1.1	1.4	-5.1	1.8
3	x	x	x	x
4	0.8	-27.8	16.6	4.7
5	1.1	-3.7	-6.1	6.0
6	0.8	3.7	19.7	-1.7
7	0.8&0.9	14.2&-6.2	22.9&12.1	-2.0&-1.4
8	x	x	x	x
9	0.8	44.8	24.8	1.3
10	1	-9.9	4.8	-2.8
11	1	27.7	4.3	0.9
12	1	8.0	3.0	-2.0

Entries 1 through 10, reprinted for reference:
entry	molecule	ERa coact inh	HUVEC prolif 384	Fibroblast inh	ERa SRC1 pot	H69AR inhibit
1	COc1cc2c(cc1OC)CN(C(C)C(=O)N1CCc3ccccc31)CC2 (stereo not drawn)	-9.9	76.7	85.8	107.3	18.3*
2	CCn1ncc(C(=O)Nc2ccc(S(=O)(=O)N3CCCC3)cc2)c1C	9.2	91.7	103.5	87.2	81.4
3	Cn1c(SCC#N)nnc1-c1cnccn1	0.8	99.6	105.0	80.8[fluorescence artefact?]	96.3
4	O=C(c1ccc2c(c1)OCO2)N1CCNc2ccccc2C1	-10.7	96.7	102.7	113.7	107.3
5	COc1ccccc1C(=O)NN1C(=O)C2C3C=CC(O3)C2C1=O (stereo not drawn)	x	x	x	x	x
6	Cc1cc(C)nc(N(C#N)S(=O)(=O)c2ccccc2)n1	-4.8	110.3	100.6	116.4	94.0
7	CCOC(=O)c1c(CN2CCCCC2)oc2ccc(OC)cc12	11.0&5.0[fluorescence artefact?]	96.2&85.3	102.3&91.5	102.6&116.7	90.0&69.5
8	CC1CC(C)CN(C(=O)Cn2c(-c3nonc3N)nc3ccccc32)C1 (stereo not drawn)	0.1	96.3	108.2	104.1	59.6
9	COc1ccc(C2CC(C(F)(F)F)n3nc(C(=O)NCc4c(C)nn(C)c4C)c(Cl)c3N2)cc1 (stereo not drawn)	-2.9	90.7	84.1	103.1	84.4
10	COC(=O)C1=C(C)N(c2ccc(C)c(C)c2)/C(=C/c2cccs2)C1=O	x	x	x	x	x

entry	CYP2C19 activ	Mac1 fbg inh	CYP2C19 inh	Mac1 fbg enh
1	0.8	-11.1	21.2	3.2
2	1.1	1.4	-5.1	1.8
3	x	x	x	x
4	0.8	-27.8	16.6	4.7
5	1.1	-3.7	-6.1	6.0
6	0.8	3.7	19.7	-1.7
7	0.8&0.9	14.2&-6.2	22.9&12.1	-2.0&-1.4
8	x	x	x	x
9	0.8	44.8	24.8	1.3
10	1	-9.9	4.8	-2.8

Later entries
entry	molecule	ERa coact inh	HUVEC prolif 384	Fibroblast inh	ERa SRC1 pot	H69AR inhibit
13	COC(=O)c1cc(NC(=O)CC2SC(=Nc3ccccc3)N(CCc3c[nH]c4ccccc34)C2=O)cc(C(=O)OC)c1 (stereo not drawn)	x	x	x	x	x
14	Cc1nc2sc(C(c3ccco3)N3CCN(c4cccc(Cl)c4)CC3)c(O)n2n1 (stereo not drawn)	-30.0	93.7	92.1	84.8[fluorescence artefact?]	67.6
15	COc1ccc(C(=O)Nc2c(N)nc(SCC(=O)N3CCCCCC3)[nH]c2=O)cc1OC	-8.0	113.5	100.0	116.4	96.4
16	Cc1noc(C)c1COC(=O)CCc1nc2ccccc2s1	-3.7	102.2	97.1	110.3	91.1
17	COc1cccc(OCCCN2CCN(S(=O)(=O)c3ccc(NC(C)=O)cc3)CC2)c1	1.4[fluorescence artefact?]	72.2	97.3	113.0	75.1
18	O=C(c1ccco1)N1CCN(Cc2ccc(Cl)cc2)CC1	14.8	110.8	79.0	125.9	105.0
19	O=C(N1CCCCC1)N1CCN(C(=O)N(c2ccccc2)c2ccccc2)CC1	-5.8	106.7	104.5	103.8	83.3
20	Cc1n[nH]c(C)c1S(=O)(=O)N1CCCC(C(=O)NCC2COc3ccccc3O2)C1 (stereo not drawn)	7.8[fluorescence artefact?]	100.2	103.0	124.9[fluorescence artefact?]	92.0
21	CCCc1cc(=O)oc2c(C)c3occ(C)c3cc12	8.2	85.6	101.6	129.6	95.9
22	O=C(COc1ccc(Br)cc1)OCc1nnc(-c2ccccc2)o1	6.2	100.4	98.1	88.1	60.6
23	Cc1cc(NC(=O)CSc2nnc(COc3ccccc3)o2)no1	-5.4	106.6	103.2	105.9	106.9
24	O=C(Cc1ccccc1)Nc1c(C(=O)N2CCOCC2)cnn1-c1ccccc1	-0.1[fluorescence artefact?]	97.8	92.7	98.5	88.2

entry	CYP2C19 activ	Mac1 fbg inh	CYP2C19 inh	Mac1 fbg enh
13	1	-6.0	4.9	7.0
14	x	x	x	x
15	x	x	x	x
16	0.4	-5.5	58.8*	-1.7
17	0.1	6.3	86.0*	-2.7
18	0.8	x	23.6	x
19	0.8	-4.8	24.2	-2.1
20	0.8	2.9	15.3	-3.8
21	x	x	x	x
22	1.1	2.0	-6.8	-2.5
23	0.9	-17.5	12.9	0.0
24	1.1	-18.1	-6.5	-2.6

entry	molecule	ERa coact inh	HUVEC prolif 384	Fibroblast inh	ERa SRC1 pot	H69AR inhibit
25	Cc1ccc(-c2nc(CSCC(=O)N3CCCC3)c(C)o2)cc1	-1.9[fluorescence artefact?]	110.5	103.7	104.3	89.8
26	Clc1ccc(-c2nnc(-c3ccc(Br)o3)o2)c(Cl)c1	1.1[fluorescence artefact?]	96.7	101.5	100.2	88.8
27	Cc1cc(C)c(S(=O)(=O)NCC2CCC(C(=O)NCCCN3CCOCC3)CC2)c(C)c1 (stereo not drawn)	7.4	93.0	97.3	99.7	81.0
28	CNC(=O)CCn1nc(-c2ccc(Cl)cc2)c2ccccc2c1=O	-25.4	83.8	95.2	96.7	95.9
29	CCCCn1c(CNC(C)=O)nc2ccccc21	-3.5	100.2	99.1	111.5	96.9
30	Cc1nc2cc(NC(=O)N3CC4(C)CC3CC(C)(C)C4)ccc2n1C (stereo not drawn)	-0.8[fluorescence artefact?]	91.7	101.3	85.0	98.2
31	Cc1cc(S(=O)(=O)N2CCCC2)c(C)s1	1.2	100.5	97.8	110.8	94.1
32	O=C(NNC(=O)c1cc(O)c(O)c(O)c1)NC1CCCCC1	x	x	x	x	x
33	Cc1sc(NC(=O)c2ccco2)c(CN2CCCCC2)c1C	4.5	98.2	97.5	84.6	100.1
34	O=C(NCc1ccccn1)C1CCCN(S(=O)(=O)c2ccc(Br)cc2)C1 (stereo not drawn)	24.6	104.6	98.4	102.9	95.2
35	O=C(O)CCC(=O)c1cccc2ccccc12	9.4	95.5	100.2	90.8	90.3
36	Cc1ccc(N(CC(=O)NC2CCC(C)CC2)S(=O)(=O)c2cccnc2)cc1 (stereo not drawn)	-4.4	103.0	97.1	108.7	91.6

entry	CYP2C19 activ	Mac1 fbg inh	CYP2C19 inh	Mac1 fbg enh
25	0.9	x	10.4	x
26	0.7	14.2	28.6	9.1
27	0.9	7.3	5.2	0.1
28	0.6	0.6	44.2	0.3
29	1	-59.2	-0.7	-2.7
30	1.1	-11.1	-6.4	0.3
31	0.9	1.0	14.0	-2.9
32	0.9	-7.1	11.5	-1.7
33	1	6.3	1.9	-1.5
34	0.9	24.5	12.4	-1.1
35	1.1	-4.2	-5.2	-1.0
36	0.5	2.3	49.4	0.7

entry	molecule	ERa coact inh	HUVEC prolif 384	Fibroblast inh	ERa SRC1 pot	H69AR inhibit
37	CCOc1cc(NC(=O)c2ccco2)c(OCC)cc1NC(=O)COc1ccccc1	77.7*[fluorescence artefact?]	60.5	99.7	43.9	91.9
38	COc1ccc(/C=C2/N=C(c3cccs3)OC2=O)cc1OC(C)C	x	x	x	x	x
39	Cc1ccc(S(=O)(=O)N2CCCC2C(=O)Oc2ccccc2)cc1 (stereo not drawn)	-5.3	99.9	95.6	92.1	101.8
40	CCn1c(CNc2cccc(Cl)c2)nnc1SCc1ccccc1	0.0	94.0	92.6	111.8[fluorescence artefact?]	90.6
41	N#Cc1ccc(NC(=O)c2sc3cc(C(F)(F)F)cnc3c2-c2cccs2)cc1	17.6[fluorescence artefact?]	73.9	70.8	330.0*[fluorescence artefact?]	83.8
42	COc1ccc(-n2c(Cc3cccn3C)nnc2SCC(=O)Nc2ccc(C)cc2)cc1	-7.9	89.1	95.2	100.7	74.1
43	CCOC(=O)c1c(C)[nH]c(N=Nc2cccc(C)c2)c1C	-1.9	100.3	99.2	86.7[fluorescence artefact?]	86.2
44	Cc1ccc(O)c(C(=O)c2cnc3c(c2)COc2ccccc2-3)c1	-5.0	92.2	106.5	84.4	91.7
45	CCC(C)NC(=O)C1CCCN(C(=O)NC2CCCCC2)C1 (stereo not drawn)	1.1	95.2	91.5	107.0	94.6
46	COc1ccc(C(=O)NC(C)c2nc3ccccc3n2C)cc1OC (stereo not drawn)	6.8	105.3	103.2	104.5	83.5
47	CN(C)CCN1C(=O)C(=O)/C(=C(/O)c2ccc(OCc3ccccc3)cc2)C1c1ccncc1 (stereo not drawn)	0.1	89.4	109.2	109.1	86.0

entry	CYP2C19 activ	Mac1 fbg inh	CYP2C19 inh	Mac1 fbg enh
37	0.8	-4.4	24.6	45.1
38	0.8	-11.7	23.5	-3.9
39	0.2	-16.5	75.3*	-2.6
40	0.4	6.3	55.8*	-0.6
41	1.1	-20.7	-9.6	0.8
42	0.9	-3.7	13.6	5.8
43	0.4	12.2	56.4*	-0.4
44	x	x	x	x
45	0.9	x	10.4	x
46	1.1	22.1	-6.9	2.8
47	0.9	2.7	9.1	-2.4

From PubChem BioAssay
